Screening data deposited in PubChem by Sanford-Burnham Center for Chemical Genomics.
SENP7 inh – SENP7 protease inhibition; recombinant SENP7, Z-RLRGG-aminoluciferin luminescence, 40 min; inhibition, % at 5 µM; hit rate 1.5% among 330,000; AID 434973;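 active = inhibition above about 50% at the single test dose, limit read from the data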;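 also: plate controls were DMSO with enzyme for no effect and no enzyme buffer wells for full effect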
HKDC1 inh – HKDC1 (human) hexokinase inhibition | Q2TB90 | recombinant HKDC1, G6PDH/diaphorase resazurin coupled fluorescence | inhibition, % at 20 µM | hit rate 0.16% among 340,000 | AID 493160;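 active = inhibition above about 35% when tested at 20 µM, limit read from the data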;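 also: plate controls were DMSO wells with enzyme for no effect and DMSO wells lacking enzyme for full effect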
Target sequence (Q2TB90 whole entry, looked up): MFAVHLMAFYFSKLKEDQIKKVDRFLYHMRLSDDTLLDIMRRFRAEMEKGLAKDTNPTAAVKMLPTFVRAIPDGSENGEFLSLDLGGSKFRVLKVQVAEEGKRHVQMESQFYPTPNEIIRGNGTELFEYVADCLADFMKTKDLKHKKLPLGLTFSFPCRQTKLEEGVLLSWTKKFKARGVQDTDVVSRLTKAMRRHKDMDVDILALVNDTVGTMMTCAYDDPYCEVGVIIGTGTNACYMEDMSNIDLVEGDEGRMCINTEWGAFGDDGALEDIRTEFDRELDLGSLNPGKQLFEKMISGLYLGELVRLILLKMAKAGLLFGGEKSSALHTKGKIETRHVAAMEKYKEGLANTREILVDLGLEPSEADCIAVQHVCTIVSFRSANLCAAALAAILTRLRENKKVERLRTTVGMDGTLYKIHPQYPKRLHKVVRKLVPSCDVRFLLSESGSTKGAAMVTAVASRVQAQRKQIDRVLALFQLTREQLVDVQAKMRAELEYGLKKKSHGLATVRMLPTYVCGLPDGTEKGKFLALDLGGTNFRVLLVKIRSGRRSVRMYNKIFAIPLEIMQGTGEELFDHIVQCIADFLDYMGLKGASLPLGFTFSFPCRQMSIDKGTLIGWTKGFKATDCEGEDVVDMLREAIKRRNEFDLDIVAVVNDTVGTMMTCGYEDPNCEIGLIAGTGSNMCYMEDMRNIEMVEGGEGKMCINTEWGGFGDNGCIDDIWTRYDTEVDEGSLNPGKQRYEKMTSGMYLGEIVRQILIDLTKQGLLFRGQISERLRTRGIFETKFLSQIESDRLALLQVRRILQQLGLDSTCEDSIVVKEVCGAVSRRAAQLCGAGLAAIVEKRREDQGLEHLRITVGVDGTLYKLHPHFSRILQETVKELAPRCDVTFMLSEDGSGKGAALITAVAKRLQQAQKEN
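test system = in-house recombinant HK5 (HKDC1) enzyme | amount = HKDC1 at 5 µg/mL | control set = DMSO-enzyme wells negative, buffer-substituted wells positive | compound = one dose of 20 µM, 1% DMSO | schedule = reaction time 90 min, room temperature, protected from light | technique = resorufin fluorescence at 613 nm | reagent = glucose with 1 mM ATP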
SENP8 block-1 – inhibitors of human SENP8 protease | Q96LD8 | recombinant SENP8, Nedd8 substrate fluorescence | inhibition, % at 20 µM | hit rate 0.64% among 360,000 | AID 602440; in the data active = inhibition mostly above about 40%, no sharp cut-off; inactive = mostly below about 27%
PfG6PD inh – PfG6PD (Plasmodium falciparum) enzyme inhibition; AID 504690; inhibition, % at 20 µM; hit rate 0.78% among 350,000; PfGluPho enzyme, NADPH resazurin-diaphorase fluorescence;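 active = inhibition reaching at least a set limit at 20 µM in the primary screen, cut at about 59% in these data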;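 also: 0% = DMSO wells with substrate and 100% = DMSO wells lacking glucose-6-phosphate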
SENP1 FRET inh – SENP1 (human) catalytic domain inhibition | hit rate 0.21% among 360,000 | inhibition, % at 10 µM | recombinant SENP1 catalytic domain, CyPet-SUMO1-YPet FRET cleavage | AID 624204;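 active = inhibition at least 30% at 10 µM, raw YFP signal under a set limit, fluorescence ratio 0.5 to 1.5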;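 also: 0% = enzyme with DMSO and 100% = no enzyme wells; some results filed as inactive read as strong as hits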
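Material – human SENP1 catalytic domain · Input – SENP1 enzyme, 20 pM final · Compound dosing – single concentration of 10 µM compound, 0.5% DMSO final · Timing – enzyme reaction for 50 min at room temperature, dark · Measured by – FRET fluorescence in CFP and YFP emission channels · Control set – no-enzyme wells low, DMSO-plus-enzyme wells high control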
SENP8 block-2 – SENP8 protease inhibition | AID 2540 | purified SENP8, Z-RLRGG-aminoluciferin cleavage, luminescence | inhibition, % at 10 µM | hit rate 1.2% among 330,000; in the data active = inhibition above about 50%
Apaf-1 inh – human Apaf-1 inhibition; hit rate 0.71% among 330,000; reconstituted apoptosome caspase-3 activity, DEVD-Rh110 fluorescence; inhibition, % at 20 µM; O14727; AID 489030; active = inhibition of at least 40% at 20 µM;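 also: plate controls were DMSO wells for no effect and DEVD-CHO caspase inhibitor wells for full effect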
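Material: cell-free apoptosome with Apaf-1, procaspase-3 and caspase-9; Buffer or medium: Hepes pH 7.5 with detergent and BSA; Reagent: cytochrome c trigger plus (Z-DEVD)2-Rh110 caspase-3 substrate; Times: compound with Apaf-1, dATP, procaspase-3 30 min, then 50 min reaction, room temperature; Technique: Rh110 fluorescence intensity.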
SENP6 block – inhibitors of human SENP6 protease; Q9GZR1; Recombinant SENP6 catalytic domain, aminoluciferin luminescence; inhibition, % at 10 µM; hit rate 1.8% among 330,000; AID 2599;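 active = inhibition above about 50% at the single tested dose, limit read from the data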;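 also: plate controls were DMSO wells with enzyme for no effect and DMSO wells lacking enzyme for full effect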
The depositor's hits bear a star; i = inactive; & = joins results of further samples.

#	smiles	SENP7 inh	HKDC1 inh	SENP8 block-1	PfG6PD inh	SENP1 FRET inh	SENP8 block-2	Apaf-1 inh	SENP6 block
1	O=C(N/N=C/C(Cl)=C/c1ccccc1)c1ccccc1F	0	-2	0	-2	1	-7	16	-2
2	CCN(Cc1ccncc1)Cc1cn[nH]c1-c1cc(OC)c(OC)c(OC)c1	-5	-7	1	-8	0	2	-10	10
3	NC(=O)c1ccc(N=C2C(=O)Nc3ccc([N+](=O)[O-])cc32)cc1	-3	-24	86*	36	4	7	56*	33
4	CCCn1nc(C(=O)N2CCN(S(=O)(=O)c3ccc(C)c(C)c3)CC2)c2ccccc2c1=O	7	2	6	2	-1	0	17	-5
5	CC(CN1CCN(Cc2ccccc2)CC1)OC(=O)c1ccco1 (stereo not drawn)	-4	-7	4	-2	1	-2	-21	-23
6	COc1cc(CCC(=O)OCc2nnc(-c3ccccc3)o2)cc(OC)c1OC	-5	-4	6	-17	2	-7	6	-5
7	O=C(NCCc1ccc(Cl)cc1)c1ccc(OCC2CCCO2)cc1 (stereo not drawn)	-2	5	4	10	2	1	3	27
8	COc1ccc(OCC(O)CNCc2ccco2)cc1 (stereo not drawn)	5	-7	23	-5	3	-1	6	8
9	COc1cccc(NCc2ccc([N+](=O)[O-])s2)c1	-6	1	28	33	0	-15	15	-16
10	N#Cc1ccc(/C=C\c2nccc3c2[nH]c2ccccc23)cc1	-9	-2	-437	-4	-34	0	-1	-12
11	Cc1c(C(=O)Nc2nccs2)sc2nc(-c3cccs3)cc(C(F)(F)F)c12	4	-8	-237	-9	-49	-5	-13	-8
12	Cc1cc(C)n(C(=O)c2cc3sccc3[nH]2)n1	15	-3	-45	5	0	11	5	40
13	O=C(NCc1cccc(Br)c1)C1CC(c2ccccc2C(F)(F)F)=NO1 (stereo not drawn)	5	-1	5	6	0	-3	15	1
14	CC(=O)C1=C(S(=O)(=O)c2ccc(C)cc2)CS(=O)(=O)C1	-1	-6	3	41	2	-3	2	-3
15	CCNC(=S)N(CCc1c(C)[nH]c2ccc(F)cc12)Cc1cccnc1	8	0	2	-3	-11	-3	18	9
16	C[C@@H]1CN([C@@H](C)CO)C(=O)c2cc(NS(=O)(=O)c3cccs3)ccc2O[C@H]1CN(C)Cc1ccc(C(F)(F)F)cc1	1	0	2	18	0	-3	28	4
17	COc1cccc(/C=C/C(=O)NNC(=O)c2cc(C)oc2C)c1	10	-1	i	-4	-1	-11	2	-7
18	CCOc1cccc(C(=O)NC(=S)Nc2ccc(N3CCN(CC)CC3)cc2)c1	5	-2	15	-9	3	-10	27	-21
19	CN(Cc1cccs1)C(=O)COc1cccc(-n2cnnn2)c1	8	-5	8	8	1	5	6	-7
20	O=C(NCc1ccco1)c1ccc(Cn2c(=O)c3sccc3n(Cc3cccc(F)c3)c2=O)cc1	7	7	0	-10	0	3	8	4
21	Cc1cccc(C(=O)Nc2ccc3ccccc3c2)c1	75*	-1	7	35	1	73*	10	83*
22	COc1ccc(N2CCOCC2)c(NC(=O)COc2cccc(C)c2)c1	2	-3	8	3	5	7	15	10
23	O=C(NCCC1=CCCCC1)C1CCN(c2nc3ccccc3o2)CC1	8	3	18	-11	-1	0	6	3
24	N#CC[C@H](Cc1ccccc1)N1CC[C@@H](O)CCC1=O	7	-6	-5	5	-4	4	-6	-7
25	CN1CCN(c2nc3c(c(=O)[nH]c(=O)n3C)n2Cc2cccc3ccccc23)CC1	2	4	8	-4	-2	3	2	9
26	Cc1ccc(Nc2nc(Cl)nc(NC3CCCCC3)n2)cc1	-11	2	16	-4	0	-11	31	-12
27	OCC[C@H]1C[C@H](O)[C@@H](O)[C@]2(CCCCO2)O1	-1	-3	15	-12	1	-3	-6	-7
28	S=C(NCC1CCCO1)NC1CC1 (stereo not drawn)	9	-6	2	-5	1	-3	-7	-14
29	COc1ccc(CN(C(=O)c2cccs2)C(C(=O)NC2CCCCC2)c2ccc3ncccc3c2)cc1 (stereo not drawn)	-1	-8	8	-9	2	7	25	-5
30	C=CCn1c(O)c(N=NC(=S)Nc2ccccc2F)c2cc(S(=O)(=O)N3CCOCC3)ccc21	-3	-18	24	11	5	1	-7	-6

Three entries already listed, ordered by the number in SENP7 inh, smallest number first.
# | molecule | SENP7 inh | HKDC1 inh | PfG6PD inh | SENP1 FRET inh | SENP8 block-2 | SENP6 block
2 | CCN(Cc1ccncc1)Cc1cn[nH]c1-c1cc(OC)c(OC)c(OC)c1 | -5 | -7 | -8 | 0 | 2 | 10
20 | O=C(NCc1ccco1)c1ccc(Cn2c(=O)c3sccc3n(Cc3cccc(F)c3)c2=O)cc1 | 7 | 7 | -10 | 0 | 3 | 4
15 | CCNC(=S)N(CCc1c(C)[nH]c2ccc(F)cc12)Cc1cccnc1 | 8 | 0 | -3 | -11 | -3 | 9

The list continues.
Keys: A = SENP7 inh; B = HKDC1 inh; C = SENP8 block-1; D = PfG6PD inh; E = SENP1 FRET inh; F = SENP8 block-2; G = Apaf-1 inh; H = SENP6 block
[31] [O-][n+]1c2ccccc2cc2ccccc21
  A: -1; B: -1; C: -474; D: 10; E: -21; F: -3; G: -386; H: -3
[32] O=C(CSc1nnc(C2CC2)n1Cc1ccccc1)NCc1ccccc1
  A: -4; B: -7; C: 13; D: 2; E: 1; F: -7; G: 2; H: -8
[33] Cc1nc(SCC(=O)N2CC(C)OC(C)C2)nc(C)c1C (stereo not drawn)
  A: 7; B: -3; C: 0; D: 8; E: 2; F: 4; G: 2; H: 0
[34] Cc1onc(C(=O)Nc2sc3c(c2C(N)=O)CCCC3)c1[N+](=O)[O-]
  A: -8; B: -2; C: 16; D: 64*; E: -2; F: -8; G: 1; H: -8
[35] COC(=O)c1cc(NC2c3ccccc3C(=O)N2CCN2CCOCC2)cc(C(=O)OC)c1 (stereo not drawn)
  A: -4; B: -6; C: -207; D: 2; E: 1; F: -2; G: -1; H: -22
[36] COc1cccc(NC(=S)NN2C(C)CCCC2C)c1 (stereo not drawn)
  A: 2; B: 11; C: 0; D: 3; E: 2; F: 3; G: -5; H: -10
[37] CN(C)/C=N/n1cnc2ccccc2c1=O
  A: 7; B: -2; C: 20; D: -29; E: 2; F: -2; G: 3; H: -10
[38] c1ccc(N2CCN(c3ccccc3)C2c2cccs2)cc1
  A: 3; B: 0; C: 30; D: 14; E: 0; F: 17; G: 1; H: -1
[39] CCn1cc(C(=O)N2CCN(c3ccc(OC)cc3)CC2)c(=O)c2cc(S(=O)(=O)N3CCCCC3)ccc21
  A: 5; B: -2; C: 16; D: -12; E: 2; F: -6; G: 2; H: 13
[40] Cc1ccc(S(=O)(=O)NCC(=O)N2CCOCC2)cc1
  A: -7; B: -8; C: 17; D: -16; E: 4; F: -3; G: -3; H: -4

Continued; the last four above are carried over.
Keys: A = SENP7 inh; B = HKDC1 inh; C = SENP8 block-1; D = PfG6PD inh; E = SENP1 FRET inh; F = SENP8 block-2; G = Apaf-1 inh; H = SENP6 block
[37] CN(C)/C=N/n1cnc2ccccc2c1=O
  A: 7; B: -2; C: 20; D: -29; E: 2; F: -2; G: 3; H: -10
[38] c1ccc(N2CCN(c3ccccc3)C2c2cccs2)cc1
  A: 3; B: 0; C: 30; D: 14; E: 0; F: 17; G: 1; H: -1
[39] CCn1cc(C(=O)N2CCN(c3ccc(OC)cc3)CC2)c(=O)c2cc(S(=O)(=O)N3CCCCC3)ccc21
  A: 5; B: -2; C: 16; D: -12; E: 2; F: -6; G: 2; H: 13
[40] Cc1ccc(S(=O)(=O)NCC(=O)N2CCOCC2)cc1
  A: -7; B: -8; C: 17; D: -16; E: 4; F: -3; G: -3; H: -4
[41] CCOc1ccc(CN2C(=O)c3ccccc3C2=O)cc1C(=O)Nc1nnc(SCC)s1
  A: -1; B: -7; C: -76; D: 7; E: 3; F: 2; G: -6; H: 0
[42] COc1ccc(N(C(=O)c2ccc(C)cc2)S(=O)(=O)c2cccs2)cc1
  A: -8; B: 14; C: 27; D: -14; E: 2; F: -13; G: 9; H: -6
[43] COc1ccc(/C=N/NC(=O)c2cc(Br)ccc2O)cc1Cn1cc(Cl)cn1
  A: -3; B: 1; C: -271; D: -28; E: -3; F: 3; G: 18; H: -34
[44] COc1ccc(CC(=O)OCC(=O)Nc2cccc(C(C)=O)c2)cc1OC
  A: -7; B: 2; C: 6; D: 10; E: -1; F: 1; G: -2; H: -12
[45] Cn1c(SCC(=O)NCc2ccco2)nc2ccccc2c1=O
  A: 13; B: -2; C: 10; D: 2; E: 1; F: 8; G: 4; H: 4
[46] CC(NC(=O)CSc1nc2ccc(N)cc2s1)c1ccccc1 (stereo not drawn)
  A: 2; B: -1; C: 29; D: 18; E: 1; F: 7; G: 2; H: 2
[47] O=C1CCCCN1CCCC(=O)N1CCCC(Nc2ccccc2)C1 (stereo not drawn)
  A: 4; B: 4; C: 22; D: -10; E: 1; F: -8; G: 8; H: -13
[48] CC1CCN(S(=O)C23CC4CC(CC(C4)C2)C3)CC1 (stereo not drawn)
  A: 3; B: -4; C: 2; D: -14; E: 2; F: 2; G: 11; H: 10
[49] CCOC(=O)C1=NN(C(=O)COc2ccccc2)C(O)(c2ccc(Cl)cc2)C1 (stereo not drawn)
  A: 12; B: -10; C: 9; D: 8; E: 1; F: 4; G: 3; H: -9
[50] Cc1ccc(C)c(S(=O)(=O)N2CCN(Cc3ccc(O)c4ncccc34)CC2)c1
  A: -6; B: -27; C: -180; D: -4; E: 1; F: -9; G: 16; H: 5

As entered above:
cpd 46 – HKDC1 inh: -1
cpd 41 – Apaf-1 inh: -6
cpd 50 – SENP8 block-2: -9
cpd 45 – SENP7 inh: 13
cpd 44 – HKDC1 inh: 2
cpd 43 – SENP6 block: -34

The results go on.
Keys: A = SENP7 inh; B = HKDC1 inh; C = SENP8 block-1; D = PfG6PD inh; E = SENP1 FRET inh; F = SENP8 block-2; G = Apaf-1 inh; H = SENP6 block
[51] CCCCCCSc1nnc(-c2cnn(-c3ccccc3)c2-n2cccc2)n1C
  A: 4; B: 0; C: 20; D: 10; E: -1; F: 0; G: 24; H: -12
[52] Cc1ccc(C(=O)CCS(=O)(=O)c2ccc(Br)cc2)cc1
  A: 0; B: 2; C: 9; D: 11; E: -1; F: 1; G: 1; H: -9
[53] CNS(=O)(=O)c1cccc(C(=O)OCC(=O)Nc2ccccc2OC(F)F)c1
  A: -12; B: 7; C: 11; D: 11; E: 1; F: -5; G: 4; H: -20
[54] CN(CC(=O)Nc1ccc(F)cc1)C(=O)c1cc(-c2ccco2)nc2ccccc12
  A: 6; B: -2; C: -398; D: 8; E: 9; F: 4; G: 30; H: -24
[55] Cc1ccc(-c2cn(-c3ccccc3)c3[n+]2CCCS3)cc1
  A: -6&-2; B: 2&-7; C: 31&20; D: -1&-2; E: -1&0; F: -7&3; G: 7&-7; H: -24&-1
